Screens from PubChem BioAssay.
ABHD4 inh: ABHD4 (mouse) inhibition, primary FP screen; inhibition, % at 8.92 µM; purified mABHD4, FP-Rh probe fluorescence polarization; actives 0.54% (n = 370,000); AID 720543;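 active = inhibition exceeding the mean over every tested compound plus 3 SD, cut at about 30% in these data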;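 also: 0% = plate median of compound wells and 100% = S159A mutant with DMSO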
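Test system: mouse ABHD4 enzyme, wild type. Reagent: FP-Rh fluorescent activity-based probe, added after compound pre-incubation. Timing: pre-incubation 45 min, probe exposure 60 min, at 25 °C. Technique: FP readout, ex 525 nm / em 598 nm. Benchmarks: high control S159A mutant with DMSO, low control median of compound wells.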
SMARCA2 act: SMARCA2 function activation, primary screen; MG213 cells, MMTV-luciferase reporter, dexamethasone, overnight; activation, % at 9.1 µM; actives 1% (n = 370,000); in the data active = activation above about 7.8%;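 also: 0% = vehicle wells and 100% = reference activator wells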
ASAP1 inh: inhibitors of human ASAP1 ArfGAP activity; Q9ULH1; actives 0.19% (n = 360,000); AID 624377; inhibition, % at 16.5 µM; ASAP1-stimulated ARF1 GTP hydrolysis, GDP FP detection; in the data active = inhibition above about 25%;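 also: 0% = vehicle with enzyme and substrate and 100% = no enzyme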
ARFGAP1 inhibitor: rat ARFGAP1 inhibition | inhibition, % at 16.5 µM | Arfgap1-stimulated ARF1 GTP hydrolysis, GDP FP detection | AID 651572 | Q62848 | actives 0.26% (n = 360,000);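 active = inhibition above a per-plate limit, mean inhibition of low control wells plus 3 SD, cut at about 25% in these data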;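 also: 0% = DMSO wells with enzyme and 100% = wells lacking Arfgap1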
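Repeats: one replicate per compound; assay system: rat Arfgap1 catalytic domain, aa 1-136; times: enzyme reaction 120 min at 25 °C after 20 min preincubation; detection: FP of antibody-bound GDP Alexa 633 tracer, ex 620/em 688 nm; benchmarks: high control wells lacking Arfgap1, low control full reaction with DMSO; reagent: human ARF1(Δ1-17)-GTP substrate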
HTRA1 inhibitor: inhibitors of human serine peptidase HTRA1. inhibition, % at 5.96 µM. AID 504803. actives 0.5% (n = 340,000). recombinant HTRA1, FP-rhodamine activity-based probe, fluorescence polarization. Q92743; in the data active = inhibition above about 36%;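 also: 0% = enzyme with DMSO and 100% = wells lacking enzyme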
GC-B act: GC-B (human) receptor activation | HEK293-GC-B cells, CNP EC30, cGMP TR-FRET; 0% at EC30 CNP, 100% saturating CNP | activation, % at 10 µM | actives 0.11% (n = 370,000);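 active = activation at 10 µM reaching about 35% in either raw or pattern-adjusted values, limit read from the data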
PG9 Ab binder: PG9 antibody binding by small molecule; TR-FRET gp120-PG9 antibody binding; inhibition, % at 6.7 µM; actives 0.43% (n = 360,000); in the data active = inhibition above about 8.5%
rCAG binder: r(CAG) repeat RNA binding. TO-PRO-1 dye displacement fluorescence. inhibition, % at 3 µM. actives 1.3% (n = 370,000);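 active = inhibition above the plate cutoff, the mean of all test compounds on that plate plus 3 SD, cut at about 35% in these data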;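 also: 0% = DMSO alone and 100% = 100 µM mitoxantrone as full dye displacement; higher means more dye released from RNA so lower well fluorescence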
GC-A act: GC-A (human) enzyme activation. P16066. HEK293 GC-A cells, cGMP TR-FRET, EC30 ANP; 0% at EC30 ANP, 100% saturating ANP. activation, % at 10 µM. actives 0.14% (n = 370,000); in the data active = activation above about 40%
Target sequence (P16066 whole entry, looked up): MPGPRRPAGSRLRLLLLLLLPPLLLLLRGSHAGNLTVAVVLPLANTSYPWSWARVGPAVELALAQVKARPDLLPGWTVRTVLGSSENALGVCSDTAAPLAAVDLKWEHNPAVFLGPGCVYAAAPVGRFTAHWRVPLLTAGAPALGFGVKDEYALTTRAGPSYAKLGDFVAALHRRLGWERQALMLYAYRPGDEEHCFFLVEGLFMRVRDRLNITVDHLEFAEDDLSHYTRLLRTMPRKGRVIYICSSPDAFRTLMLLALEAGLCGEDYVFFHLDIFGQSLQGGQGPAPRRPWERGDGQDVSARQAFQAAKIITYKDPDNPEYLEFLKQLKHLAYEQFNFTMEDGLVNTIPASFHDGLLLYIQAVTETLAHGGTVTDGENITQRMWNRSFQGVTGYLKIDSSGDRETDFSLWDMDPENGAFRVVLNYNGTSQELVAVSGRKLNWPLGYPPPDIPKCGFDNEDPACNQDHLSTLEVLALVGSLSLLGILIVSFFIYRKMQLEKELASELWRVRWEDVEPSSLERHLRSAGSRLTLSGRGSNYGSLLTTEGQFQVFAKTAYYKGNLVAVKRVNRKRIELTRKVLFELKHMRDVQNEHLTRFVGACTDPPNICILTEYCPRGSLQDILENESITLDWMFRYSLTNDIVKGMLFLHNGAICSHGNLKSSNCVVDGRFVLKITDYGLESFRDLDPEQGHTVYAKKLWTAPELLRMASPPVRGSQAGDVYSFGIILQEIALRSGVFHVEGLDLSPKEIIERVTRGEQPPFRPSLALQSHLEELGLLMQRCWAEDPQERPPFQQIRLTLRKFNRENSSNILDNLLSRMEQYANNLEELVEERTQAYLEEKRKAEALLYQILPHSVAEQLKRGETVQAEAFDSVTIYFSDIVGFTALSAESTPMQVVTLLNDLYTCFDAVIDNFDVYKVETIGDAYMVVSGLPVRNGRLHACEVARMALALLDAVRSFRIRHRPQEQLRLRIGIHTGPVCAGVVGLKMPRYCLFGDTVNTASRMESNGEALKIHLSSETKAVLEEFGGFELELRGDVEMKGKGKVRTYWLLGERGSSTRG
NR1D1 modulator: modulators of human Rev-erb alpha DNA binding | P20393 | Rev-erbα–FITC-DNA binding, fluorescence polarization, 90 min | activity, % at 10 µM | actives 0.79% (n = 370,000) | AID 1259318;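 active = activity above about 14%, limit read from the data; passing the limit was not always enough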;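 also: 0% = DMSO wells with 35 nM protein and 100% = DMSO wells with 750 nM protein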
Starred values were filed as active, the others as inactive; . = no result given.

SMILES	ABHD4 inh	SMARCA2 act	ASAP1 inh	ARFGAP1 inhibitor	HTRA1 inhibitor	GC-B act	PG9 Ab binder	rCAG binder	GC-A act	NR1D1 modulator
Cc1ccc(NCC(=O)N/N=C\c2ccc[nH]2)cc1	6	-3	12	2	.	-2	-1.6	-3	1	4
CC(C)CC(=O)N1CCC(O)(CS(=O)(=O)Cc2ccccc2Cl)CC1	2	-2	2	6	0	7	0.0	0	1	2
O=C(CSc1n[nH]c(=O)n1C1CC1)Nc1ccc(Cl)cc1Cl	8	0	5	-3	-3	-2	-1.0	3	-4	6
COc1ccc2nc(C3CCCCC3)c3c(c2c1)CCC3	5	0	-10	6	-16	-2	-3.1	2	-3	-3
CCOc1ccc(C(=O)CCC(=O)NN2CCCCC2)cc1	5	-2	-2	-1	3	5	1.4	2	3	-4
O=C(NCc1ccccc1)Nc1cc(Cl)ccc1Cl	3	-4	-5	-3	-1	-6	-1.4	5	-2	1
COc1ccc(Cc2noc(CN3CCCC(C(=O)c4cccs4)C3)n2)cc1OC (configuration not stated)	5	-1	9	-8	11	-6	-0.6	-7	5	0
COc1ccc(-n2nc(C(=O)NCC(=O)Nc3ccccn3)c3ccccc3c2=O)cc1Cl	-3	-2	51*	12	-2	-4	1.1	-1	-6	66*
CC1(C(=O)NCc2ccc3c(c2)OCO3)CCN1Cc1csc2ccccc12 (configuration not stated)	-3	-2	-3	0	.	-3	1.1	1	-8	-2
CCSc1oc(-c2ccco2)nc1S(=O)(=O)c1ccc(C)cc1	7	-3	0	10	-18	0	-4.1	6	0	1

Part of the list above, set out differently:
Values run as follows: ABHD4 inh | SMARCA2 act | ASAP1 inh | ARFGAP1 inhibitor | HTRA1 inhibitor | GC-B act | PG9 Ab binder | rCAG binder | GC-A act | NR1D1 modulator
> O=C(CSc1n[nH]c(=O)n1C1CC1)Nc1ccc(Cl)cc1Cl
 : 8 | 0 | 5 | -3 | -3 | -2 | -1.0 | 3 | -4 | 6
> CC(C)CC(=O)N1CCC(O)(CS(=O)(=O)Cc2ccccc2Cl)CC1
 : 2 | -2 | 2 | 6 | 0 | 7 | 0.0 | 0 | 1 | 2
> O=C(NCc1ccccc1)Nc1cc(Cl)ccc1Cl
 : 3 | -4 | -5 | -3 | -1 | -6 | -1.4 | 5 | -2 | 1

(continued)
SMILES	ABHD4 inh	SMARCA2 act	ASAP1 inh	ARFGAP1 inhibitor	HTRA1 inhibitor	GC-B act	PG9 Ab binder	rCAG binder	GC-A act	NR1D1 modulator
O=C(NCCN1CCOCC1)/C(=C\c1ccc(Br)cc1)NC(=O)c1cccs1	1	-1	-2	8	2	-14	-0.2	1	-11	-2
CC(=O)NC(c1ccc(F)cc1)c1cccnc1 (configuration not stated)	0	-2	12	9	5	-1	1.5	1	5	-3
CCC(C)(C(=O)NC1CCCCC1)N(Cc1ccco1)C(=O)CC1NC(=O)NC1=O (configuration not stated)	4	8.4*	10	19	3	3	-1.3	-2	1	-1
Cc1cccc(NC(=O)Nc2ccc(S(=O)(=O)Nc3onc(C)c3C)cc2)c1	-1	3	3	4	-1	7	-0.7	16	3	7
O=C(NC1CCCC1)[C@@H]1CCCN1C(=O)[C@@H](NS(=O)(=O)c1ccc(F)cc1F)C1CCCCC1	12	-5	3	3	.	1	1.6	0	1	3
O=[N+]([O-])c1c(Nc2ccc(O)cc2)cc(Cl)c2nonc12	25	-10	-6	-2	8	50*	2.1	6	62*	0
COc1cc(/C=C/CN2CCN(Cc3ccc(C)o3)C(CCO)C2)ccc1O (configuration not stated)	6	0	7	10	2	-3	-0.1	-4	3	-4
CCN1CCN(c2ccc(S(=O)(=O)N3CCCCC3)cc2NC(=O)Cc2ccccc2)CC1	2	-2	6	7	4	3	2.3	-4	0	0
O=C(CSc1nnc(-c2cccnc2)n1Cc1ccco1)Nc1cccc(O)c1	-4	-2	7	6	-3	4	1.2	-1	1	0
Cc1cccc(NC(=O)C(=O)NCCCc2ccccc2)c1	-2	1	-10	-3	.	1	-1.9	-7	6	-1
CC1CCN(c2ccc(NC(=S)NC(=O)c3ccc(-c4cccc([N+](=O)[O-])c4)o3)cc2)CC1	10	-2	7	24	3	-2	-0.9	14	-6	0
CC(C)C(=O)Nc1cccc(-c2cn3ccccc3n2)c1	3	5	-8	12	7	-2	0.4	-1	0	4
Cc1ccc(C)c(NC(=S)N/N=C2/CCCCc3ccccc32)c1	17	1	-3	9	-11	-3	-2.6	4	-4	3
CCNC(=O)C1(C)CCN1CCC(=O)c1ccc(Br)cc1 (configuration not stated)	9	-3	1	-17	.	-4	-0.6	0	5	0
CC(=O)Nc1ccccc1NC(=O)c1ccc2c(c1)OCO2	-1	-4	12	5	11	1	-0.3	-1	3	-3
COc1cc(-n2c(C)nc3cc(C(=O)NCC4CCCO4)ccc32)cc(OC)c1OC (configuration not stated)	-2	-1	1	-2	6	16	1.4	-9	15	-1
O=C(NCc1ccco1)c1sc2cccc(F)c2c1Cl	.	.	.	.	-5	-4	.	.	3	1
O=C(Nc1cccc(-c2cnc3ccccc3n2)c1)c1ccco1	-12	5	0	2	-25	-4	-1.8	3	-1	3
CCn1c2ccccc2c2cc(NC(=O)COC(=O)c3ccc(F)cc3Cl)ccc21	3	-5	.	.	.	-9	.	6	0	-2
O=C(Nc1ccc(OCC(=O)N2CCOCC2)cc1)c1ccccc1Cl	-10	3	-13	1	1	-3	-1.0	-2	0	-3
CC1CC1C(=O)Nc1nc(-c2ccc(Cl)s2)cs1 (configuration not stated)	-13	-3	15	-3	-32	5	1.7	5	51*	3
CC1CCN(CCCNC(=O)C2CCCN(c3ncnc4c3nc3n4CCCCC3)C2)CC1 (configuration not stated)	-1	0	6	2	-3	2	-1.6	-4	1	0
O=C(Nc1ccc(F)cc1)OCc1cn(Cc2ccc(F)c(F)c2)nn1	-6	0	.	.	.	-1	.	1	0	-2
O=C(N1CCOCC1)N1CCN(S(=O)(=O)c2ccc(Cl)cc2)CC1	-1	3	-9	-7	-3	3	-0.8	-1	-3	-3
O=C1NC(=S)N/C1=C\c1ccc(N2CCOCC2)cc1	-4	0	1	7	-1	-10	-9.6	5	-6	-2
CN1CCN(C(=O)c2cccn(Cc3ccc(C(F)(F)F)cc3)c2=O)CC1	1	-1	-2	9	0	3	0.8	-3	-1	-2
CCOC(=O)C1=C(COC(=O)c2cc(S(=O)(=O)N3CCOCC3)ccc2F)NC(=O)NC1C (configuration not stated)	1	3	0	-11	4	5	1.4	-5	7	-4
CCC1(C)Cc2nc3[nH]c(=S)n(-c4ccc(C)cc4)c(=O)c3cc2CO1 (configuration not stated)	2	-3	2	8	1	-5	-0.2	0	-4	10
CC(C)(C)Nc1nc(OCC(F)(F)F)nc(OCC(F)(F)F)n1	0	1	5	2	4	-4	0.7	-2	-1	5
CC(C)C1Cc2c(sc3ncnc(NN)c23)CO1 (configuration not stated)	0	-2	-10	5	0	2	0.0	3	0	-1
Cc1c(C(=O)Nc2c(C)n(C)n(-c3ccccc3)c2=O)oc2ccccc12	1	-2	8	-7	4	2	-2.2	-1	-1	1
OC(COc1ccc(OCC(O)CN2CCN(Cc3ccccc3)CC2)cc1)CN1CCN(Cc2ccccc2)CC1 (configuration not stated)	-4	-5	4	-5	.	-2	-1.0	-7	-2	-8
O=C(Nc1cccc(Cl)c1)Nc1nnc([C@H]2C[C@H](O)[C@@H](CO)O2)s1	-4	3	-5	7	.	3	0.8	21	4	6
O=C(NC1CCCCC1)C(=O)c1c[nH]c2ccccc12	-6	2	-20	2	-5	-2	-0.4	-3	8	2
CCc1ccc([C@H]2[C@@H]3C(=O)C[C@@H]4C(=O)NC(=O)[C@@H]4[C@@H]3CN2S(=O)(=O)c2ccc(C)cc2)cc1	2	-2	-4	-4	.	-5	0.9	8	-4	-4
CCCc1c(O)nc(SCC(=O)NCc2ccco2)[nH]c1=O	0	-1	5	23	4	-2	-1.6	2	2	0
N#C/C(=C\c1cccc(Oc2ccccc2)c1)C(=O)N1CCOCC1	-1	0	-10	-9	-8	-1	0.0	-5	3	-1
CC(C)c1ccc(NC(=O)C2CCN(S(=O)(=O)c3ccc4c(c3)C(C)(C)C(=O)N4C)CC2)cc1	-6	-2	-5	0	-9	0	-1.3	5	-3	2
COc1cc2c(cc1NC(=O)c1cccnc1)oc1ccccc12	-22	3	1	9	-21	-4	-0.2	10	0	3
CCOc1ccc(C(C)=O)cc1COC(=O)c1cccnc1SC	-1	-4	-6	0	-15	-12	0.5	1	-5	11
COc1cc(S(=O)(=O)N2CCN(c3ccc(F)cc3)CC2)ccc1Cl	-3	-4	0	10	-8	-10	0.6	-2	-17	0
CC(NC(=S)Nc1ccccc1OC(F)F)C(C)(C)C (configuration not stated)	6	0	0	-3	-5	1	-2.8	13	2	-1
C(=C\c1ccccc1)/CN1CCN(c2ncnc3c2oc2ccccc23)CC1	-7	-7	9	-7	-39	-6	1.9	2	-2	3
O=c1c2ccccc2nc(SCc2cc(F)ccc2F)n1C1CCCC1	0	-2	-10	2	1	3	0.2	-3	0	-1
Cc1ccc(CC(=O)Nc2ccc(S(=O)(=O)Nc3ncccn3)cc2)cc1	-2	-1	-5	12	1	1	-1.1	14	-3	1
COc1ccc(/C=N/Nc2nc3ccccc3c(=O)n2-c2ccccc2)cc1OC	-1	2	8	4	1	10	-4.4	0	7	-10
O=C(Cc1cccs1)NC1CCCCN(Cc2cccc(Cl)c2)C1=O (configuration not stated)	-2	-3	.	.	.	4	.	2	-1	1
Cc1nc(-c2ccc(F)cc2)c(CC(=O)N(C)CC(=O)Nc2ccc(F)cc2)s1	-1	-2	15	-4	-2	1	-1.2	-1	0	-3
O=C(N/N=C/c1coc2ccccc2c1=O)c1ccc(Cl)cc1	-4	-1	11	-3	0	-6	-2.5	-3	-5	-3
COc1ccc(CN(C)c2ccc(S(=O)(=O)N3CCN(C)CC3)cc2[N+](=O)[O-])cc1OC	-6	-6	1	-2	3	7	1.9	5	4	-6
Later entries
SMILES	ABHD4 inh	SMARCA2 act	ASAP1 inh	ARFGAP1 inhibitor	HTRA1 inhibitor	GC-B act	PG9 Ab binder	rCAG binder	GC-A act	NR1D1 modulator
CC(C)C[C@H](NC(=O)c1nc[nH]c1C(=O)NCc1ccc(CNC(=O)OC(C)(C)C)cc1)C(=O)OC(C)(C)C	-22	0	11	8	-46	2	-2.0	4	-4	-2
COc1ccccc1C(=O)NC1CCN(C(=S)NCCc2ccccc2)CC1	-3	-3	-2	-16	-11	-2	0.2	-2	-2	-5
CN(C)c1nc(C(F)(F)F)cc(=O)[nH]1	4	-1	9	19	-1	2	-1.0	1	1	-1
Cc1ccc(NC2CC(=O)N(c3ccc(C)cc3)C2=O)cc1 (configuration not stated)	1	3	-2	-8	-3	0	-1.4	0	-3	-3
CN=C(Nc1cccc(S(=O)(=O)N2CCOCC2)c1)c1ccccc1	-2	-1	3	-4	-5	1	0.2	-1	-1	9
CC(Cc1cccs1)NC(=S)Nc1ccc(Cl)cc1 (configuration not stated)	-20	-4	29*	5	-15	2	1.8	10	3	9
CCN(CC)CCC(c1ccc(OC)cc1)c1c(O)cc(OC)cc1OC (configuration not stated)	-1	0	-6	7	0	-16	-2.9	3	-8	-5
CCOc1ccc(NS(=O)(=O)c2ccc(OC)c(C)c2)cc1	-4	-2	5	6	-2	1	-2.9	4	-1	8
